Source: PubChem (several laboratories)
Spn DPM-DC inh – S. pneumoniae DPM-DC inhibitors, primary screen, biochemical, PK/LDH-coupled NADH fluorescence | calls only at 10 µM | actives 0.49% (n = 65,000) | purified DPM-DC;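 active = the 320 compounds with the highest percent inhibition in the single-dose primary screen, excluding strongly autofluorescent ones, cut at about 32% in these data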;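 note: kinetic rate of NADH fluorescence loss reporting ADP formed by the decarboxylase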
Alkaline phosphatase – human TNAP enzyme inhibitors, biochemical, luminescent (AID 518); Alkaline phosphatase, tissue-nonspecific isozyme (Homo sapiens); purified TNAP enzyme, luminescent substrate readout; higher % means a stronger effect; one-dose inhibition, % at 20 µM; IC50 in µM for titrated hits; actives 0.09% (n = 64,000); in the data active = a potency from the dose series; inactive = the rest, 99 in 100 with inhibition below about 22%;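 note: plate controls were vehicle for no effect and reference inhibitor for full effect; many of its hits are not listed in these tables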
HPDE-C7K KRASV12 – cytotoxicity in KRAS-transformed pancreatic duct cells, primary screen, cell-based, fluorescence, HTS (AID 431) | HPDE-C7K KRASV12 cells, Alamar Blue viability, 48 h; higher % means a stronger effect | one-dose cytotoxicity, % at 10 µM; EC50 in µM for titrated hits | actives 1.7% (n = 63,000);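 active = compounds whose percent cytotoxicity in the single-dose primary screen, scaled between solvent and toxic-drug controls, exceeds 50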;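 note: 0% = DMSO solvent wells and 100% = doxorubicin-treated wells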
LYP inhibition – LYP phosphatase inhibitors, primary screen, biochemical, DiFMUP fluorescence, recombinant catalytic domain, 10 µM (AID 606); Tyrosine-protein phosphatase non-receptor type 22 (Homo sapiens); recombinant LYP catalytic domain, DiFMUP fluorescence; higher % means a stronger effect; inhibition, % at 10 µM, or IC50 in µM where a hit was titrated; 52,000 tested, under 10 active;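 active = IC50 under 40 µM in the dose-response test; inactive = IC50 of 40 µM or more, or never dose-tested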
HPDE-C7 cytotoxicity – cytotoxicity in HPDE-C7 cells, cell-based, fluorescence, HTS (AID 430); HPDE-C7 pancreatic duct cells viability, fluorescence; higher % means a stronger effect; cytotoxicity, % at 10 µM; hits with a dose series show EC50 in µM; actives 1.8% (n = 63,000);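 note: cells exposed to compound for 48 hours before viability readout; 0% = vehicle and 100% = reference cytotoxic drug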
Bfl-1 inhibitors – Bfl-1 inhibitors, primary screen, biochemical, fluorescence polarization, FITC-Bid, mouse (AID 432) | FITC-Bid BH3 peptide fluorescence polarization displacement; higher % means a stronger effect | displacement, % at 20 µM; hits with a dose series show IC50 in µM | actives 0.02% (n = 64,000); in the data active = a potency from the dose series; inactive = the rest, 99 in 100 with displacement below about 15%; note: strong numbers were not always called active
MK inhibit – S. pneumoniae MK inhibitors, primary screen, biochemical, PK/LDH-coupled NADH absorbance; purified MK, PK/LDH-coupled NADH absorbance 340 nm; actives 0.48% (n = 65,000); inhibition, % at 10 µM; mevalonate kinase [Streptococcus pneumoniae D39]; AID 555, 2006;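 active = ranked among the strongest by inhibition in the single 10 µM screen, a fixed top-ranked set picked for dose follow-up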; note: no value below 0 was filed
HT1080 cytotoxicity – cytotoxicity in HT1080 fibrosarcoma cells, cell-based, fluorescence readout (AID 620); one-dose cytotoxicity, % at 10 µM; EC50 in µM for titrated hits; actives 0.42% (n = 87,000); HT1080 viability, fluorescence; higher % means a stronger effect;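 note: cells exposed to compound overnight then 4 h with Alamar Blue; 0% = vehicle DMSO and 100% = killing control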
Spn PMK inh – S. pneumoniae PMK inhibitors, primary screen, biochemical, mevalonate pathway, pilot trial included; purified PMK, PK/LDH-coupled NADH absorbance 340 nm; actives 0.49% (n = 65,000); AID 539, 2006; inhibition, % at 10 µM;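 active = top-ranked compounds by inhibition in the single 10 µM screen, taking a fixed number of the strongest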;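 note: 0% = full reaction with DMSO carrier and 100% = background rate without enzyme reaction; no value below 0 was filed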
Spn PMK inh pilot replicates – also measured in Spn PMK inh; calls as there; inhibition, %; measured here: pilot screen replicates
MK inhibit pilot replicates – second read-out of MK inhibit, no call of its own (marks repeat the call); inhibition, %; measured here: pilot screen replicates
Spn DPM-DC inh pilot screen % – also measured in Spn DPM-DC inh; calls as there; inhibition, %; measured here: pilot screen trials
* hit, by the source's call; i = inactive; nt = no result given. Cut-off read from the data, not from the text of the source, unless noted: active = cytotoxicity above about 50%; inactive = the rest. No enrichment for hits (roughly 3.4% active in at least one column).

SMILES	Spn DPM-DC inh	Alkaline phosphatase	HPDE-C7K KRASV12	LYP inhibition	HPDE-C7 cytotoxicity	Bfl-1 inhibitors	MK inhibit	HT1080 cytotoxicity	Spn PMK inh	others
CCc1ccc(OCC(=O)NCCN(C)C)c(Br)c1	i	8%	2%	6%	-2%	-7%	4	-2%	11
CCOc1ccccc1C(=O)N(C)Cc1cc2cc(OC)ccc2[nH]c1=O	i	11%	-10%	3%	-10%	-13%	9	-6%	1
COc1ccccc1OCC(=O)c1[nH]c(C)c(C(C)=O)c1C	i	5%	4%	16%	0%	-1%	0	1%	15
O=C(CCN1C(=O)c2ccccc2C1=O)N1CCN(Cc2ccccc2)CC1	i	8%	5%	nt	0%	-2%	6	-5%	11
CC(C)(C)NC(=O)Cn1nnc(-c2cccs2)n1	i	4%	-3%	nt	4%	-4%	9	7%	10	Spn PMK inh pilot replicates=1.0;MK inhibit pilot replicates=0.0;Spn DPM-DC inh pilot screen %=0.0
CCC(C(=O)OC)n1cnc2c(cnn2-c2ccc(Cl)cc2)c1=O (stereo unspecified)	i	6%	-13%	11%	-8%	3%	6	-4%	21
COc1ccc(N2CCN(c3nc4c(c(=O)n(C)c(=O)n4C)n3CCCc3ccccc3)CC2)cc1	i	5%	2%	nt	0%	-13%	11	10%	10
CN(C)CCCN1C(=O)C(=O)/C(=C(/O)c2ccc(S(=O)(=O)N(C)C)cc2)C1c1ccncc1 (stereo unspecified)	i	14%	-1%	nt	7%	-7%	4	-7%	0
CC(=O)N1CN(C2CCS(=O)(=O)C2)Cc2c1sc1c2CCCC1 (stereo unspecified)	i	2%	-12%	-1%	-5%	2%	0	6%	9
O=C(c1ccc2nccnc2c1)N1CCN(Cc2ccc3c(c2)OCO3)CC1	i	8%	0%	-6%	4%	0%	10	-16%	15
c1csc(CNc2ncnc3nc[nH]c23)c1	i	-20%	-1%	2%	-11%	2%	13	2%	5
COc1ccc(S(=O)(=O)CCC(=O)NCCc2ccc(S(N)(=O)=O)cc2)cc1	i	12%	-10%	3%	-4%	6%	1	-4%	2
O=C(COc1ccc(Cl)cc1)NCc1nnc(SCC(=O)Nc2ccc3c(c2)OCCO3)o1	i	9%	-3%	10%	-2%	-5%	2	4%	7	Spn PMK inh pilot replicates=0.0;MK inhibit pilot replicates=3.0;Spn DPM-DC inh pilot screen %=4.0
Cc1cccc(C)c1Nc1nnc(SCC(=O)NCc2ccco2)s1	i	9%	7%	14%	7%	0%	5	6%	3
Cc1cccc2cc(CN(CCN3CCOCC3)C(=O)NCc3ccccc3)c(=O)[nH]c12	i	1%	-2%	nt	-7%	-3%	13	5%	11
Cn1c2c(c(=O)n(C)c1=O)C(c1cc3c(cc1Br)OCO3)CC(=O)N2 (stereo unspecified)	i	1%	-7%	9%	5%	-1%	11	-8%	13
Cc1cc(O)c(C(C)C)cc1NC(=O)Cn1nc(C)c2ccccc2c1=O	i	8%	8%	nt	2%	-1%	5	-5%	17
O=C(c1noc2c1CCCC2)N1CCN(c2ccccc2)CC1	i	9%	2%	1%	-3%	-3%	9	-2%	11
C[C@H](C(=O)O)c1n[nH]c(=O)c2ccccc12	i	5%	-5%	nt	-4%	-1%	7	12%	8
COCCn1c(SCCN2CCOCC2)nc2c1c(=O)[nH]c(=O)n2C	i	-1%	6%	-4%	0%	-2%	5	10%	6
Cc1nc(=S)n(-c2ccccc2)[nH]1	i	14%	7%	-2%	2%	-1%	4	2%	0	Spn PMK inh pilot replicates=0.5;MK inhibit pilot replicates=3.5;Spn DPM-DC inh pilot screen %=0.5
Cc1cc(C)n(-c2nnc(C)n2N)n1	i	10%	-2%	8%	-7%	-10%	15	-1%	13
Cn1c(=O)n(CCc2ccccc2)c(=O)c2c1ncn2Cc1ccccc1	i	12%	7%	nt	22%	2%	1	17%	5
NC(=O)c1cc2n(n1)C(C(F)(F)F)CC(c1ccco1)N2 (stereo unspecified)	i	6%	-3%	-3%	-2%	-14%	9	nt	0
CCOc1ccc(NC(=O)CN2CCN(CC(=O)Nc3cccc(F)c3)CC2)cc1	i	6%	5%	-7%	-4%	-4%	4	-1%	11
Cn1nccc1C(=O)c1ccc(Cl)cc1	i	9%	-5%	nt	-3%	-10%	0	-4%	14
COc1ccc(OCc2nnc3n2N=C(c2ccc(C)cc2)CS3)cc1	i	11%	8%	nt	-7%	1%	0	-3%	4
COc1ccc(C(C(C(=O)c2ccco2)N2CCOCC2)N2CCOCC2)cc1 (stereo unspecified)	i	16%	5%	14%	4%	-10%	11	2%	10	Spn PMK inh pilot replicates=0.0;MK inhibit pilot replicates=0.0;Spn DPM-DC inh pilot screen %=4.5
COC(=O)c1sc(N)c(C(=O)OC)c1COC(=O)C1CC(=O)N(Cc2ccco2)C1 (stereo unspecified)	i	-1%	5%	14%	-3%	-5%	9	2%	21	Spn PMK inh pilot replicates=0.0;MK inhibit pilot replicates=0.0;Spn DPM-DC inh pilot screen %=2.0
CCC(C)[C@H](NC(=O)NC1CC1)C(=O)O (stereo partly specified)	i	4%	3%	nt	2%	0%	0	4%	4
Cn1c(=O)c2c(-c3ccccc3)n(C3CCCCC3)cc2n(C)c1=O	i	4%	-1%	14%	-6%	-7%	13	-12%	31*
COC(=O)CC1Sc2ccccc2NC1=O (stereo unspecified)	i	11%	-25%	8%	-30%	-14%	6	19%	0
CN(C)C(=O)CSc1nnc(-c2cc(-c3cccs3)nc3ccccc23)o1	nt	8%	6%	nt	-1%	-1%	2	5%	18
CCCCOCCCn1c(-c2ccco2)nc2nc3ccccc3nc21	nt	14%	-3%	-1%	-1%	-13%	5	-11%	8
COc1ccc(C(=O)NCc2n[nH]c(=S)n2-c2ccccc2)cc1OC	i	0%	3%	nt	-13%	-3%	0	nt	0
CC(=O)Nn1c(COc2ccccc2C)nc2ccccc2c1=O	i	11%	1%	nt	-20%	7%	9	8%	15

Ordered by SMILES length (descending): 3 of the compounds above.
SMILES	Spn DPM-DC inh	Alkaline phosphatase	HPDE-C7K KRASV12	LYP inhibition	HPDE-C7 cytotoxicity	Bfl-1 inhibitors	MK inhibit	HT1080 cytotoxicity	Spn PMK inh	others
COc1ccc(S(=O)(=O)CCC(=O)NCCc2ccc(S(N)(=O)=O)cc2)cc1	i	12%	-10%	3%	-4%	6%	1	-4%	2
CC(=O)Nn1c(COc2ccccc2C)nc2ccccc2c1=O	i	11%	1%	nt	-20%	7%	9	8%	15
CC(C)(C)NC(=O)Cn1nnc(-c2cccs2)n1	i	4%	-3%	nt	4%	-4%	9	7%	10	Spn PMK inh pilot replicates=1.0;MK inhibit pilot replicates=0.0;Spn DPM-DC inh pilot screen %=0.0

Additional structures follow:
SMILES	Spn DPM-DC inh	Alkaline phosphatase	HPDE-C7K KRASV12	LYP inhibition	HPDE-C7 cytotoxicity	Bfl-1 inhibitors	MK inhibit	HT1080 cytotoxicity	Spn PMK inh	others
COc1ccc(-c2noc(CCC(=O)Nc3ccc4c(c3)OCCO4)n2)cc1	i	6%	-20%	6%	-27%	2%	3	nt	8
O=C(Cn1nnc(-c2ccncc2)n1)Nc1ccc2c(c1)CCC2	i	10%	-10%	8%	-8%	-4%	0	4%	16	Spn PMK inh pilot replicates=3.0;MK inhibit pilot replicates=0.0;Spn DPM-DC inh pilot screen %=0.0
COC(=O)[C@H](C)NC(=O)Nc1ccc(Oc2ccccc2)cc1	i	4%	3%	nt	-6%	8%	14	10%	10
CCOC(=O)N1CCC(NC(=O)c2cc3c(-c4ccccc4F)nn(C)c3s2)CC1	i	8%	8%	9%	12%	0%	11	4%	8
O=C(CN1CCN(C(=O)c2cccc(F)c2)CC1)NC1CCCCC1	i	5%	9%	nt	-4%	2%	0	-5%	15
COc1ccc(-c2c(C)nn3c(N4CCC(C(=O)NCCN(C)C)CC4)cc(C)nc23)cc1OC	i	4%	12%	5%	21%	-5%	5	14%	11
CS/C(=N\S(=O)(=O)c1ccc(N)cc1)NS(=O)(=O)c1cccs1	i	8%	4%	nt	-8%	2%	13	-2%	0
CCCN1CCCc2cc(CN)ccc21	i	14%	8%	nt	0%	36%	3	-1%	8
Cc1ccc(SC/C(O)=C(\C#N)c2nc3ccccc3s2)cc1	i	7%	80%*	-1%	79%*	5%	18	-2%	19
CC(C)(C)NC(=O)CN(Cc1cccnc1)C(=O)c1csnn1	i	10%	-6%	6%	-4%	-5%	8	15%	15
OC(CNc1nc2ccccc2s1)c1ccccc1 (stereo unspecified)	i	20%	-6%	-6%	-10%	-1%	8	0%	0
CCCn1c(=N)c(C(=O)NCc2ccc3c(c2)OCO3)cc2c(=O)n3cccc(C)c3nc21	i	13%	8%	nt	10%	0%	8	21%	10
COCC(=O)/C=C1\Sc2ccccc2N1C	i	13%	-1%	14%	-4%	2%	7	3%	4
CCOC(=O)c1[nH]c2ccc(C)cc2c1N=CN(CC)CC	i	14%	5%	nt	7%	-8%	0	1%	11
CC(C)CSc1nnc2[nH]c(=O)cc(N)n12	i	nt	nt	6%	nt	nt	1	-11%	17
c1ccc2c(c1)OCC(c1nnc3n1-c1ccccc1SC3)O2 (stereo unspecified)	i	9%	4%	-3%	8%	-3%	0	4%	6
O=C(N1CCOCC1)N1CCOCC1	i	4%	-12%	nt	-9%	2%	7	-1%	6
O=C(CSc1nnc(COc2ccccc2)n1-c1ccccc1)c1cccs1	i	3%	10%	-4%	4%	-1%	12	nt	25*
COc1cccc(C2C(C(=O)c3cc4ccccc4o3)=C(O)C(=O)N2c2cc(C)on2)c1OC (stereo unspecified)	i	11%	nt	nt	nt	-4%	7	0%	2
CC(C)CC(NS(=O)(=O)c1ccc2c(c1)oc(=O)n2C)C(=O)NCc1cccnc1 (stereo unspecified)	i	9%	-7%	nt	-7%	6%	10	-5%	0
COc1ccc(C2(NC(C)=O)CCN(C(=O)CCC(=O)O)CC2)cc1	i	8%	1%	9%	-16%	-4%	1	nt	1
O=C(Nc1ccc2c(c1)OCO2)c1ccc(Br)s1	i	9%	-2%	14%	6%	-2%	10	nt	0
O=C(O)CC1=C(O)C(=O)N(c2ccccc2)C1c1ccccc1 (stereo unspecified)	i	22%	0%	nt	-31%	-6%	9	-7%	5	Spn PMK inh pilot replicates=0.5;MK inhibit pilot replicates=0.0;Spn DPM-DC inh pilot screen %=0.0
COC(=O)CC1=C(C)C(=O)CC2C(C)(C)CCCC12C (stereo unspecified)	i	3%	1%	8%	3%	-2%	1	0%	0
CCOc1ccc(OCC)c(NC(=O)CN(C)S(=O)(=O)c2cccc3nsnc23)c1	i	12%	-2%	3%	-8%	5%	0	2%	13
COc1ccccc1NC(=O)CCN1C(=O)C2CC=C(Cl)CC2C1=O (stereo unspecified)	i	9%	1%	12%	-5%	-3%	4	-9%	12
